Bfl-1 Bim block: inhibitors of Bim binding to Bfl-1, primary screen, biochemical, multiplexed, bead-based flow cytometry. Bcl-2-related protein A1 (Homo sapiens), Q16548. Bim-Bfl-1 binding inhibition. inhibition, % at 10 µM. hit rate 0.12% among 190,000;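 further: 0% = wells without compound plus tracer and 100% = blocker peptide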
Mcl1-Bid inh: Mcl-1/Bid binding inhibitors, primary screen, biochemical, TR-FRET, 1536-well | Induced myeloid leukemia cell differentiation protein Mcl-1 (Homo sapiens), Q07820 | TR-FRET Mcl-1/Bid-Dy647 peptide binding | inhibition, % at 21.7 µM | hit rate 0.97% among 220,000;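 active means compounds that cut the binding signal by more than half at the single screening dose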;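 further: His-tagged Mcl-1 with europium anti-His antibody binding Bid BH3 peptide; 0% = Mcl-1 plus peptide wells and 100% = peptide-only wells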
Target sequence (Q07820 whole entry, looked up): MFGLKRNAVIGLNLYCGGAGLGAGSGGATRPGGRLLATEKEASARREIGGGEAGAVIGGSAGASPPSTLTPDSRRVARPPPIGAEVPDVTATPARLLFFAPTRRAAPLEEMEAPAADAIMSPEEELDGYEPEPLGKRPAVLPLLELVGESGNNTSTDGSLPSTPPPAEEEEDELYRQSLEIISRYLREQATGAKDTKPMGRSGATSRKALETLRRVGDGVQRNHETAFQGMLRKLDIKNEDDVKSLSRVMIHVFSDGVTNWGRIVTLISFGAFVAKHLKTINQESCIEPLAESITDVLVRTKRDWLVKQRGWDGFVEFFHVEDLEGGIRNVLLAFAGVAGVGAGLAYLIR
Bcl-2 Bim block: inhibitors of Bim-Bcl-2 binding, primary screen, biochemical, multiplexed, human Bcl-2 family. Bead-based flow cytometry, Bim peptide-Bcl-2 binding. inhibition, % at 10 µM. hit rate 0.06% among 190,000. AID 950, 2007. Apoptosis regulator Bcl-2 (Homo sapiens), P10415; in the data active means inhibition above about 40%; inconclusive means no clear call, values can overlap the other calls;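 further: 0% = no compound wells with probe peptide and 100% = reference peptide inhibitor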
Mcl-1 Bim block: inhibitors of Bim peptide binding to Mcl-1, primary screen, biochemical, bead-based flow cytometry, multiplex. Induced myeloid leukemia cell differentiation protein Mcl-1 (Homo sapiens), Q07820. Bim peptide-Mcl-1 binding. inhibition, % at 10 µM. hit rate 0.1% among 190,000. AID 1009, 2008;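 further: 0% = no compound tracer wells and 100% = peptide blocker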
RGS4-Gao reg: modulators of RGS4 binding to Galphao, primary screen, biochemical, multiplexed bead flow cytometry | Guanine nucleotide-binding protein G(o) subunit alpha (Homo sapiens), P09471 | actives lie on both sides | binding response (% of control), % at 10 µM | hit rate 0.33% among 220,000 | AID 1415, 2008; in the data active means binding response below about 49% or above about 150%; inactive means in between;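 further: fluorescent Galphao activated with aluminum fluoride binding bead-coupled RGS4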
Target sequence (P09471 whole entry, looked up): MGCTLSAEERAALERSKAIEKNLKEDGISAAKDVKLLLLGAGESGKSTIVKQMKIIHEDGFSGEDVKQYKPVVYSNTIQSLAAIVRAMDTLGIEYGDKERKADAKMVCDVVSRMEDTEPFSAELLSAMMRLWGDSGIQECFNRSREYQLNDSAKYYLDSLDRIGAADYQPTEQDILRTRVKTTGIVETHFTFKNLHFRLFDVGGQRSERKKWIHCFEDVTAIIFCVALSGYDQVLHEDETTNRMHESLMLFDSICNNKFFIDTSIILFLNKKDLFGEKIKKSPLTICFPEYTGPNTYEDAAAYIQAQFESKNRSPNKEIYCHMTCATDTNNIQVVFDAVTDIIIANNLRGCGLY
Bim-Bcl-W: inhibitors of Bim binding to Bcl-W, primary screen, biochemical, multiplexed, bead-based flow cytometry; Bcl-2-like protein 2 (Homo sapiens), Q92843; Bim peptide-Bcl-W binding; inhibition, % at 10 µM; hit rate 0.02% among 190,000;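 further: 0% = bound tracer without compound and 100% = peptide blocker; higher means less fluorescent Bim peptide bound to Bcl-W beads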
RGS7-Gao: RGS7-Galphao binding modulators, primary screen, biochemical, multiplexed bead flow cytometry. Guanine nucleotide-binding protein G(o) subunit alpha (Homo sapiens), P09471. actives lie on both sides. binding response (% of control), % at 10 µM. hit rate 0.35% among 220,000; in the data active means binding response below about 49% or above about 150%; inconclusive means no clear call, values can overlap the other calls; inactive means in between;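 further: fluorescent Galphao held in activated GDP-AlF4 state binding bead-coupled RGS7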
Bcl-XL Bim block: inhibitors of Bim-Bcl-XL binding, primary screen, biochemical, multiplexed, bead flow cytometry, human Bcl-XL; Bcl-2-like protein 1 (Homo sapiens), Q07817; Bim peptide-Bcl-XL binding, fluorescence; inhibition, % at 10 µM; hit rate 0.04% among 190,000
Target sequence (Q07817 whole entry, looked up): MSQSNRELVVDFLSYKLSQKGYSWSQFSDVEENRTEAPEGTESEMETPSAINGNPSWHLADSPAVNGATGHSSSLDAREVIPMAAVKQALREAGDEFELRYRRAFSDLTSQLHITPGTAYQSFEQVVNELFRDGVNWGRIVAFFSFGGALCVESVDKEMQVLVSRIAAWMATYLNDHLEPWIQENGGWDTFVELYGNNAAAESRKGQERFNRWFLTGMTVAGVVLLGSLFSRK
GSH bead fluor: compound fluorescence on glutathione beads, profiling panel, artefact control, biophysical, 488/530 nm, flow cytometry | hit rate 0.25% among 190,000 | GSH beads flow cytometry, compound fluorescence 488/530 nm; active compounds read high | fluorescence (KMESF) at 10 µM; in the data active means fluorescence above about 89;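 further: glutathione beads carrying GST-tagged Bcl family fusion proteins plus one bare bead set; values are compound well signal with DMSO vehicle wells as background; inactives centre near 16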
RGS8-Gao reg: RGS8-Galphao binding modulators, primary screen, biochemical, multiplexed bead flow cytometry; Guanine nucleotide-binding protein G(o) subunit alpha (Homo sapiens), P09471; hit rate 0.34% among 220,000; response (percent of control binding), % at 10 µM; actives lie on both sides; in the data active means response below about 60% or above about 140%; inactive means in between;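 further: Galphao activated as the GDP aluminium fluoride complex binding bead-coupled RGS8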
Bcl-B Bim block: inhibitors of Bim-Bcl-B binding, primary screen, biochemical, multiplexed, human Bcl-2 family | bead-based flow cytometry, Bim peptide-Bcl-B binding | Bcl-2-like protein 10 (Homo sapiens), Q9HD36 | hit rate 0.073% among 190,000 | AID 951, 2007 | inhibition, % at 10 µM;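 further: 0% = tracer peptide without compound and 100% = reference inhibitor peptide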
Starred values were filed as active, the others as inactive; ? = inconclusive; . = no result given. Unless noted, no stated cut-off is given here; in the data, active means inhibition above about 40%.

Molecule	Bfl-1 Bim block	Mcl1-Bid inh	Bcl-2 Bim block	Mcl-1 Bim block	RGS4-Gao reg	Bim-Bcl-W	RGS7-Gao	Bcl-XL Bim block	GSH bead fluor	RGS8-Gao reg	Bcl-B Bim block
N#CC1=C(N)Oc2n[nH]c(-c3cccs3)c2C1C1C=CCCC1 (stereo not drawn)	-8	4	-4	0	101	0	100	-9	33	102	-5
CCC(C)(C(=O)NC1CCCC1)N(C(=O)CC1NC(=O)NC1=O)c1ccc(C)cc1 (stereo not drawn)	-8	-11	-5	-1	94	1	100	0	38	101	-7
CC1CCCN(CC(O)COC(c2ccccc2)c2ccccc2)C1 (stereo not drawn)	-1	-15	1	0	103	2	104	-1	11	105	0
C/C(=N\OCC(=O)NCC(F)(F)F)c1cc2ccccc2o1	-2	-17	-1	-6	102	-3	103	-6	6	103	-6
CCOC(=O)/C(=C\c1c[nH]c2ccccc12)NC(C)=O	-4	-34	-1	-8	104	-7	101	-8	12	101	-4
C/C(=N\Nc1nc2ccccc2[nH]1)c1ccc2c(c1)OCO2	-2	-83	2	2	102	4	?	5	10	102	-2
Cc1cc(C)nc(NC(=O)c2ccc(COc3ccccc3Cl)cc2)c1	-7	-34	-2	-1	103	0	106	0	14	102	0
O=S(=O)(c1ccc2ccccc2c1)N1CCCCC1	-14	-7	-15	-3	100	0	98	-6	9	101	-7
O=C(Oc1ccc2ccc(=O)oc2c1)N1CCOCC1	-15	8	-9	-1	105	-2	105	1	33	101	-9
Cc1csc(NC(=O)c2cc3c(s2)CCCCC3)n1	-1	3	-4	0	103	-4	104	0	18	102	-2
CC(C)=C1C2CCC1C1C(=O)N(c3nc(-c4ccc(F)cc4)c(C)s3)C(=O)C21 (stereo not drawn)	-1	3	-1	-1	97	0	97	-1	16	100	1
O=C(N/N=C/c1ccccn1)c1ccc(Br)o1	-1	-35	-3	0	96	0	95	0	11	100	0
Cc1ccc(S(=O)(=O)Cc2cn3cccnc3n2)cc1	-3	8	-2	-2	93	-1	95	-2	16	100	-4
CCSc1nnc(NC(=O)C2(C)Cc3ccccc3C(=O)O2)s1 (stereo not drawn)	-8	-16	-7	-2	88	0	84	-1	13	92	-6
Cn1c(=O)c2c(nc(-n3ccnc3)n2Cc2ccc(Cl)cc2Cl)n(C)c1=O	-8	1	-2	0	98	0	96	-4	15	101	-7
Cc1ccccc1N1C(=O)CSC1=C(C#N)C#N	-9	-31	-6	0	106	-1	104	0	16	104	-5
O=C(COc1ccc(F)cc1Br)NCc1ccccn1	-1	-7	4	-2	99	0	96	-1	10	103	-1
COc1cc(CNC(C)(C)CO)cc(Br)c1OCc1ccc(Cl)cc1Cl	0	13	0	-1	102	-3	104	-4	6	105	-3
Cc1cc(C)n(CNc2nc(C(F)(F)F)cs2)n1	-15	-29	-8	0	99	-1	101	-2	23	101	-7
COc1ccc(-c2nc(CSCC(=O)N3CCN(C)CC3)c(C)o2)cc1OC	-7	-22	-2	0	98	2	101	0	19	101	-3

Single records (already shown).
Record of `CC(C)=C1C2CCC1C1C(=O)N(c3nc(-c4ccc(F)cc4)c(C)s3)C(=O)C21` (stereo not drawn) = Bfl-1 Bim block = -1; Mcl1-Bid inh = 3; Bcl-2 Bim block = -1; Mcl-1 Bim block = -1; RGS4-Gao reg = 97; Bim-Bcl-W = 0; RGS7-Gao = 97; Bcl-XL Bim block = -1; GSH bead fluor = 16; RGS8-Gao reg = 100; Bcl-B Bim block = 1
Record of `COc1cc(CNC(C)(C)CO)cc(Br)c1OCc1ccc(Cl)cc1Cl` = Bfl-1 Bim block = 0; Mcl1-Bid inh = 13; Bcl-2 Bim block = 0; Mcl-1 Bim block = -1; RGS4-Gao reg = 102; Bim-Bcl-W = -3; RGS7-Gao = 104; Bcl-XL Bim block = -4; GSH bead fluor = 6; RGS8-Gao reg = 105; Bcl-B Bim block = -3

More compounds.
Molecule	Bfl-1 Bim block	Mcl1-Bid inh	Bcl-2 Bim block	Mcl-1 Bim block	RGS4-Gao reg	Bim-Bcl-W	RGS7-Gao	Bcl-XL Bim block	GSH bead fluor	RGS8-Gao reg	Bcl-B Bim block
CC(C)(C)C(=O)Nc1ccccc1C(=O)NCCCn1ccnc1	-4	-32	-1	0	101	-2	?	-2	11	100	-3
Cc1ccc(-c2nnc(CSc3nnc(COc4ccccc4)n3-c3ccc(C)cc3)o2)cc1	1	-3	0	1	104	0	108	-1	21	103	-1
O=C1N/C(=N/N=C/c2ccccc2)SC1(c1ccccc1)c1ccccc1	0	-9	0	0	114	-2	98	1	11	101	-1
Cc1cc(=O)[nH]c(SCC(=O)NNC(=O)Cc2ccccc2)n1	2	-4	-1	1	100	1	104	0	23	101	1
COc1ccc2cc(CN(CCc3ccccc3)Cc3nnnn3CC3CCCO3)c(=O)[nH]c2c1 (stereo not drawn)	44*	3	31	34	98	25	100	42*	24	101	21
COc1ccc(-n2cnnc2SCC(=O)NCc2cccs2)cc1	0	0	-2	-1	104	-8	100	-7	18	100	-3
FC(F)(F)COc1nc(N/N=C/c2cccnc2)nc(N2CCCCC2c2ccccn2)n1 (stereo not drawn)	-8	-47	-4	-6	96	-2	96	-8	12	97	-7
Cc1ccc(C)c(Oc2coc3cc(OCC(=O)Nc4ccccc4C(C)C)ccc3c2=O)c1	0	-10	-1	-3	96	-2	94	-8	9	99	-5
CN1C(=O)C2C=CC1C1C(=O)N(c3ccccc3)C(=O)C21 (stereo not drawn)	-18	-6	-8	-6	104	-5	102	-9	26	103	-8
CN1CCN(c2ccc([N+](=O)[O-])cc2S(=O)(=O)N2CCOCC2)CC1	-6	-12	-7	-8	115	-6	111	-11	15	112	-9
COCCOC(=O)c1c(C)oc2ccc(OCc3ccccc3)cc12	0	5	2	-2	99	0	97	-4	23	85	-1
CC(C)/C=C1\CC/C(=C\c2cccnc2)C1=O	-3	-10	-2	-1	102	-2	103	-3	13	102	-6
COc1cccc(-n2c(SCC(=O)Nc3nccs3)nnc2-c2ccoc2C)c1	8	-12	1	-4	99	-6	98	-5	13	99	0
O=C(CCSc1ccc(Cl)cc1)N1CCOCC1	3	-2	0	1	92	0	94	-4	28	97	0
CC(Oc1ccccc1)C(=O)NCc1cccnc1 (stereo not drawn)	-1	0	-1	0	99	-1	100	0	24	101	0
Cc1ccc(C(=O)Nc2cccc([N+](=O)[O-])c2)cc1S(=O)(=O)Nc1ccc(C(=O)O)cc1	-4	6	2	0	99	-1	98	0	9	100	2
CCOC(=O)/C(C#N)=C/c1cn(CCOc2ccccc2)c2ccccc12	-11	0	-4	0	97	-2	101	-5	17	100	-8
NC(=O)[C@@H]1CCCNc2c(I)cc([N+](=O)[O-])cc2C(=O)N[C@@H](CCC(=O)O)C(=O)N[C@@H](CO)C(=O)N1	-2	-9	-1	-1	95	-2	98	-4	16	97	0
COc1cccc2cc(C(=O)Oc3ccc(NC(C)=O)cc3)c(=O)oc12	2	94*	1	2	90	0	81	6	12	75	7
O=C(O)CCCCCCNS(=O)(=O)c1ccccc1	-1	-19	3	2	90	0	97	-2	18	96	0
CCOc1cc(/C=N/NC(N)=O)ccc1OC(=O)c1ccc(C)cc1	-14	-5	-2	0	103	-2	107	-8	15	102	-7
CCCn1c(N2CCOCC2)nc2c1c(=O)[nH]c(=O)n2C	0	-1	-2	-2	105	-1	119	-5	36	96	2
Cc1cc(C)c2cc(CN(CCCN(C)C)C(=S)NCc3ccccc3)c(=O)[nH]c2c1	-4	-16	-5	-1	105	0	98	-3	9	103	-5
O=C(c1cnn(C(=O)c2ccccc2)c1)c1ccccc1O	0	5	-2	-3	100	-3	100	-7	11	101	-4
CCCn1c(-c2cccnc2Cl)nc2cc(Cl)c(Cl)cc21	-12	6	-11	0	101	0	102	3	27	103	-10
Nc1nc2n(n1)C(c1cccs1)CC(c1ccc(F)cc1)N2 (stereo not drawn)	0	-19	0	-2	102	-6	100	-7	12	100	-5
COC(=O)C(C(=O)OC)c1ccccc1[N+](=O)[O-]	-13	-13	-7	-4	102	2	100	-30	272*	100	-6
Cc1ccc(OS(=O)(=O)c2cn(C)c(=O)n(C)c2=O)cc1C	-2	-37	0	0	103	0	?	-4	20	101	0
O=C(c1ccco1)N1CCN(Cc2nc3cc(Cl)ccc3c(=O)[nH]2)CC1	-4	0	-1	-3	99	-2	104	-2	12	99	-2
COc1ccc(NC(=O)Nc2ccc(F)cc2F)cc1	-4	-22	0	0	108	0	109	1	13	103	0
O=C(COC(=O)C1CCCN1C(=O)C12CC3CC(CC(C3)C1)C2)c1ccc(Br)cc1 (stereo not drawn)	-1	-34	0	-4	94	-3	93	-7	8	99	-4
Fc1ccc(OCCCCCCN2CCCC2)cc1	-15	-15	-11	-1	95	0	93	-6	31	96	-15
C/C(=N/NC(=O)Cn1nc2ccccc2n1)c1ccc(F)cc1	-15	-16	-10	-6	95	-5	96	-7	13	103	-8
Cn1c(=O)c2cn3ncccc3c2n(C)c1=O	-16	-20	-10	-1	100	1	96	-11	22	101	-5
CCc1nnc(NC(=O)CSc2nc(-c3ccc(OC)cc3)ns2)s1	-3	3	-1	-2	99	0	96	-2	31	90	0
COc1cc(OC)cc(C(=O)N[C@H](C(=O)Nc2nc3ccc(S(C)(=O)=O)cc3s2)C(C)C)c1	-4	-27	-1	0	98	-2	?	-2	14	97	-1
O=C(Nc1ccc(F)cc1)c1nc[nH]c1C(=O)Nc1ccc([N+](=O)[O-])cc1	2	62*	5	-1	103	0	99	0	8	120	0
CC(=O)N1CCN(C(=S)NC(=O)c2ccc(S(=O)(=O)N3CCOCC3)cc2)CC1	4	-50	-3	-8	91	-8	92	-8	14	67	-19
Cc1ccc2c(c1)[C@@H]1CN(C)CC[C@@H]1N2S(=O)(=O)c1ccc(F)cc1	0	-10	-4	-3	103	-3	100	0	20	98	-5
Cc1ccc(S(=O)(=O)Oc2ccccc2/C=N/N=C(N)N)cc1	-4	-13	-2	-3	104	0	?	-5	11	104	-4
S=c1nc(C2COc3ccccc3O2)[nH][nH]1 (stereo not drawn)	7	-56	-3	-3	100	-2	104	-2	21	94	-11
Cc1ccc2cc(C#N)c(SCC(=O)Nc3ccc4sc(C)nc4c3)nc2c1	-2	7	-1	0	95	-2	93	-3	17	102	-1
O=C(C[n+]1cccc(NC(=O)c2ccccc2)c1)c1ccccc1	5	-19	3	0	100	2	100	4	16	98	0
N/C(=N\OC(=O)Nc1ccc(Cl)cc1)c1ncc(C(F)(F)F)cc1Cl	0	-13	-2	-1	105	-3	98	-1	9	102	-1
CC(=O)NCCNS(=O)(=O)c1ccc(C)c([N+](=O)[O-])c1	3	-64	-1	-5	115	0	118	0	.	108	-1

Source: PubChem
